M1 PAM = human CHRM1 positive allosteric modulation; P11229; CHO-K1 hM1, Fluo-8 calcium fluorescence, ACh EC20; 0% = ACh EC20, 100% = maximal ACh; activation, % at 3 µM; actives 0.088% (n = 360,000); in the data active = activation above about 19%, passing the limit was not always enough
Target sequence (P11229 whole entry, looked up): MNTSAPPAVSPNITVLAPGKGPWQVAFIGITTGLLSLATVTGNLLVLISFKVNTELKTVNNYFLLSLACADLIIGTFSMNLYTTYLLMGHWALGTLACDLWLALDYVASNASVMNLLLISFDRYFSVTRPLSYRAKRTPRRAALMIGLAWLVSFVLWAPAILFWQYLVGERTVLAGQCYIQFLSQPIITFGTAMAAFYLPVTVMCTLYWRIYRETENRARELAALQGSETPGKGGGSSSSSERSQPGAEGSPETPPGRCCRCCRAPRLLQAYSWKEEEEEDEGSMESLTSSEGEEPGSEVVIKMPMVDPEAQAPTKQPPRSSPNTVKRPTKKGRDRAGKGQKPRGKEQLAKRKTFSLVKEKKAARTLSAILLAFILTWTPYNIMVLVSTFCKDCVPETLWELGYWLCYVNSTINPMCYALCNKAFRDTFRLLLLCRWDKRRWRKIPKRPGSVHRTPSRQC
TAAR1 antagonist = human TAAR1 antagonism | actives 1.5% (n = 360,000) | CHO RD-HGA16 TAAR1, Fluo-8 calcium fluorescence, antagonist | inhibition, % at 3 µM | Q96RJ0;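 active = inhibition above a per-plate cutoff, the mean inhibition of test compounds on that plate plus 3 SD, cut at about 49% in these data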;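 note: 0% = DMSO plus EC80 beta-PEA response and 100% = DMSO alone without agonist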
Target sequence (Q96RJ0 whole entry, looked up): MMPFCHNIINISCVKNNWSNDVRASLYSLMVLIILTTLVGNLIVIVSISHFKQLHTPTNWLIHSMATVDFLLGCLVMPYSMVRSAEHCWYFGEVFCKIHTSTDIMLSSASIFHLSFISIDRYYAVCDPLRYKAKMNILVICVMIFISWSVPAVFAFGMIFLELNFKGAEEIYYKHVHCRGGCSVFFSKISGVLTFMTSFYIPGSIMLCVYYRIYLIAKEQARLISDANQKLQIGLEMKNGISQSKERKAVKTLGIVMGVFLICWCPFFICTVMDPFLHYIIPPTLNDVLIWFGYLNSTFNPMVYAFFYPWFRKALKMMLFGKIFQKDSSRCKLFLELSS
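Assay system: CHO-derived RD-HGA16 cells stably expressing human TAAR1 plus Gα16. Timing: 140 s kinetic read after compound, 140 s after agonist. Technique: kinetic Fluo-8 calcium fluorescence measurement. Measure: % inhibition of agonist calcium response.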
M1 antag = human CHRM1 antagonism; P11229; CHO-K1 hM1, Fluo-8 calcium fluorescence, ACh EC80 antagonist; inhibition, % at 3 µM; actives 1.3% (n = 360,000); AID 588852;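 active = percent inhibition above its own plate's cutoff, namely the mean of that plate's compound wells plus 3 SD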;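 note: peak over basal fluorescence ratio during 140 s after agonist addition; 0% = ACh EC80 plus DMSO and 100% = DMSO alone without agonist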
CHO parental Ca = counter-screen for OX1R antagonists: effect in parental CHO cells. parental CHO-K1, ATP-induced calcium, Fluo-8 fluorescence. inhibition, % at 5.6 µM. actives 0.63% (n = 330,000);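 active = inhibition above that plate's mean sample inhibition plus 3 SD, cut at about 26% in these data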;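 note: 0% = ATP-challenged DMSO wells and 100% = DMSO wells without ATP; some compounds past the cut are filed as inactive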
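Material: parental CHO cells / Compound: single nominal dose of 5.6 µM per compound / Signal: Fluo-8 fluorescence / Replicates: singlicate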
M1 PAM parental = counter-screen for M1 PAMs: effect in parental CHO-K1 cells. ATP EC20, Fluo-8 calcium fluorescence; 0% at ATP EC20, 100% at ATP max. activation, % at 3 µM. actives 0.02% (n = 360,000). AID 602247;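 active = activation above the run cutoff, the mean activation of all test compounds plus 3 SD, cut at about 40% in these data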;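 note: peak over basal fluorescence ratio in a 140 s read after ATP addition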
TAAR1 ag = agonists of human TAAR1. Q96RJ0. activation, % at 3 µM. CHO RD-HGA16 TAAR1, Fluo-8 calcium fluorescence; vehicle wells 0%, saturating PEA agonist 100%. actives 0.99% (n = 360,000);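 active = activation above the mean activation of all test compounds in the run plus 3 SD, cut at about 38% in these data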
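Test system: RD-HGA16 (CHO) cells co-expressing Gα16 and hTAAR1 | Doses: Single dose, 3 µM | Schedule: 17-24 h seeding, 75 min 37 °C dye, 30 min RT | Evaluation: % activation from peak over basal fluorescence ratio, DMSO-to-PEA scaled | Technique: Kinetic Fluo-8 calcium fluorescence | Benchmarks: Low control DMSO, high control PEA (EC100)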
CHO-K1 Ca antag = M1 antagonist counterscreen hit in parental CHO-K1 cells; ATP-induced calcium, Fluo-8 fluorescence; AID 602250; inhibition, % at 3 µM; actives 0.6% (n = 360,000);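 active = inhibition above a per-plate cutoff, the plate's mean sample inhibition plus 3 SD, cut at about 24% in these data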;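 note: 0% = DMSO plus EC80 ATP and 100% = DMSO alone without ATP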
CHO-K1 Ca ag = counter-screen for M1 agonists: effect in parental CHO-K1 cells | Fluo-8 calcium fluorescence; scaled to maximal ATP response, vehicle zero | activation, % at 3 µM | actives 0.48% (n = 360,000) | AID 602248; in the data active = activation above about 15%;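 note: untransfected CHO-K1 host cells lacking M1 receptor as counterscreen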
CHRM1 agonist = activates human CHRM1 receptor. actives 0.33% (n = 360,000). P11229. CHO-K1 hM1, Fluo-8 calcium fluorescence, agonist mode; 0% DMSO, 100% acetylcholine EC100. activation, % at 3 µM;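 active = activation above the run's mean compound activation plus 3 SD, cut at about 16% in these data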;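 note: peak over basal fluorescence ratio within a 140 s kinetic read after compound addition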
An asterisk follows results filed as active; nt = no result given.

SMILES	M1 PAM	TAAR1 antagonist	M1 antag	CHO parental Ca	M1 PAM parental	TAAR1 ag	CHO-K1 Ca antag	CHO-K1 Ca ag	CHRM1 agonist
COC(=O)C1=C(c2c(C)noc2C)C[C@@H]2CC[C@H]1N2C(=O)N1CCc2cc(OC)c(OC)cc2C1	5	nt	-5	-20	8	nt	-2	5.3	-6
O=C1C2CCCN2C(c2cccnc2)N1c1cccc(Cl)c1 (stereo not given)	7	-14	-9	-5	8	1	-5	0.4	-2
CCCCn1c(O)c(C(CC)=NCc2cc(OC)cc(OC)c2)c(=O)[nH]c1=O	-2	24	-5	-6	2	12	-7	2.2	5
CN1C[C@@H]2C[C@@H](c3cccn3-c3ccccn3)N3CCC[C@@]23C1=O	-2	-9	2	-42	7	0	-16	1.2	-8
Cc1ccc2c(c1)C1CN(C)CCC1N2C(=O)c1ccc(Br)o1 (stereo not given)	10	8	-15	-10	19	8	-12	0.8	-5
Cn1c(O)c(/C=C/C=Nc2ccccc2)c(=O)n(C)c1=S	-17	34	34*	12	7	41*	14	28*	58*
COC(=O)C1=C(c2cccc(OCc3ccccc3)c2)C[C@@H]2CC[C@H]1N2C(=O)NCc1ccccc1	-8	15	2	-34	8	3	-10	0.6	-12
CN1C(=O)N(C)C(=O)C2(Cc3cc([N+](=O)[O-])ccc3N3CCN(C(=O)c4ccccc4)CC32)C1=O (stereo not given)	0	-5	1	-13	-14	1	1	0.3	-6
C[C@]12CC[C@@H](O)CC1=CCC1C2CC[C@@]2(C)C1CC[C@@H]2N (stereo not given in full)	-20	4	26*	9	7	2	-8	0.6	-9
C=CCN1C(=O)NC(=O)/C(=C/c2cccn2C)C1=O	8	15	-10	-2	10	9	-3	0.2	-2
CCC(=NCCCN(C)C)c1c(O)n(-c2ccc(OC)cc2)c(=O)[nH]c1=O	6	4	-3	-4	17	2	-5	0.5	-4
O=c1c2ccccc2nc(Cc2ccccc2)n1-c1ccc(O)cc1	3	21	9	-24	12	4	17	1.5	-2
CCOC(=O)N(c1ccccc1)P1(=S)OCCO1	1	3	1	4	19	0	-17	0.2	-3
C[C@@H](N)Cc1cnc[nH]1	3	-13	-29	10	-5	4	2	0.5	0
CCN(CCNc1ccc([N+](=O)[O-])c2cccnc12)S(=O)(=O)c1ccc(Cl)cc1	-9	-1	11	-4	22	7	-3	4.4	-4
O=C(O)C1C2c3ccccc3C(=O)C1(C(=O)O)c1ccccc12 (stereo not given)	7	-4	-11	nt	16	1	6	1.7	-1
O=C(c1cc(F)ccc1F)C1CCCN(Cc2cc(Cl)ccc2O)C1 (stereo not given)	7	-1	-14	-34	-10	2	6	-0.1	0
CN(C)C1(CNC(=O)Nc2ccc(Cl)c(Cl)c2)CCCCC1	-5	23	0	-19	0	37	14	10	-11
CC(C)c1ccc(C2NCc3ccccc3-n3cccc32)cc1 (stereo not given)	-17	63*	18	nt	-9	29	11	1.7	-8
CCOc1ccc(Cl)cc1CNCCc1ccc(F)cc1	3	-6	-6	-28	10	15	-20	3.8	-2
C=CCn1cc(C=C2C(=O)NC(=O)NC2=O)c2ccccc21	24	-7	-12	-2	14	3	1	-0.2	-2
Cc1ccc(C2C(S(C)(=O)=O)=C(O)C(=O)N2c2ccccc2)cc1 (stereo not given) (tested in a mixture with another compound)	-2	-17	-1	-8	1	21	2	-0.1	-3
CC1=C(C(=O)O)N2C(=O)C(NC(=O)CCCC(=O)O)C2SC1 (stereo not given)	-1	-4	-4	-11	-5	17	4	-0.2	0
C#C[C@@]1(O)CCC2C3CCC4=C/C(=N/OCC(=O)NC(C(=O)NC(CC(C)C)C(=O)O)C(C)C)CC[C@]4(C)C3CC[C@@]21C (stereo not given in full)	14	-7	-17	nt	12	12	-9	0.3	-7
COc1c(C)cc(C(=O)C2CCCN(C3CCOCC3)C2)cc1C (stereo not given)	-17	-18	55*	9	11	1	-13	1.0	-4
Cc1nn(Cc2ccccc2)c(C)c1C(=O)NC1CCCc2ccccc21 (stereo not given)	13	-3	-9	-18	10	1	-9	2.0	-8
COc1ccccc1OP(=O)(Nc1cccnc1)Oc1ccccc1OC	-13	60*	26	-10	5	15	14	4.2	1
c1ccc2c(CN3CCCCCC3)c[nH]c2c1	8	8	-9	-4	12	9	-7	0.5	-12
NC(Cc1ccccc1)c1nn[nH]n1 (stereo not given)	-1	-25	2	nt	-9	2	-6	-0.2	-2
CNC(=O)Oc1ccc2c(c1)C(=O)c1ccccc1CO2	6	12	-30	4	12	2	-5	0.1	-6
O=C(CCS(=O)(=O)c1ccc(Br)cc1)N1CCC2(CC1)OCCO2	6	-13	-11	-7	9	-1	-5	-0.1	-1
C#CCOc1cc(C2C3=C(COC3=O)Nc3cc4c(cc32)OCO4)ccc1OC (stereo not given)	3	0	-1	-3	-12	-1	13	-0.3	-9
CCC(=NCc1cccnc1)c1c(O)n(-c2ccc(C)cc2)c(=O)[nH]c1=O	5	-4	-11	-1	9	1	-12	0.6	-2
CCC12CN3CCN(CC(C3)/C1=N\O)C2	9	-6	-9	0	20	13	-11	0.7	-4
Cc1nc2ccc(Cl)cc2c(=O)n1-c1ccccc1Cl	-1	-7	-6	-6	4	3	0	-0.2	-4
CC1N=C(c2ccccc2)c2cc(Br)ccc2NC1=O (stereo not given)	8	-6	-8	-18	3	3	-9	-0.4	1

By substructure, the entries above containing a nitro group on carbon.
SMILES	M1 PAM	TAAR1 antagonist	M1 antag	CHO parental Ca	M1 PAM parental	TAAR1 ag	CHO-K1 Ca antag	CHO-K1 Ca ag	CHRM1 agonist
CN1C(=O)N(C)C(=O)C2(Cc3cc([N+](=O)[O-])ccc3N3CCN(C(=O)c4ccccc4)CC32)C1=O (stereo not given)	0	-5	1	-13	-14	1	1	0.3	-6
CCN(CCNc1ccc([N+](=O)[O-])c2cccnc12)S(=O)(=O)c1ccc(Cl)cc1	-9	-1	11	-4	22	7	-3	4.4	-4

Following part
SMILES	M1 PAM	TAAR1 antagonist	M1 antag	CHO parental Ca	M1 PAM parental	TAAR1 ag	CHO-K1 Ca antag	CHO-K1 Ca ag	CHRM1 agonist
Cc1cc(OCC(=O)NCC2CCC(C(=O)O)CC2)c2c3c(c(=O)oc2c1)CCC3 (stereo not given)	-8	9	9	-9	-9	1	6	0.2	-3
CC[N+]12CCC(CC1)C(=C(c1ccccc1)c1ccccc1)C2	-25	-7	98*	-13	-8	3	12	-0.3	-8
CC(=O)OC1N=C(c2ccccc2Cl)c2cc(Br)ccc2N(C)C1=O (stereo not given)	20	-21	-24	-25	15	1	-9	0.5	1
O=C(N/N=C/c1c(O)n(Cc2ccc(F)cc2)c(=O)[nH]c1=O)c1ccccc1O	2	-19	2	-3	19	7	-13	0.6	-2
CCOc1c(Cl)cc(CNC(C)C(O)c2ccccc2)cc1OC (stereo not given)	4	-24	-7	-7	24	4	-19	1.2	-3
Cc1cccc(C(O)(C(=O)O)c2ccccc2)c1 (stereo not given)	-6	-13	17	nt	-15	2	-4	-0.1	-4
CC12CN3CC(C)(CN(C1)C3c1cccnc1)C2=O (stereo not given)	6	-9	-16	-3	12	9	-5	0.6	-2
CCC(=NCCCn1ccnc1)c1c(O)n(-c2ccccc2)c(=O)[nH]c1=O	3	-2	-7	-1	4	1	-6	-0.2	-7
CCOc1ccc(N2C(=O)CC(=O)NC2=O)cc1	9	5	-12	-10	10	1	-6	0.5	-2
CCN1CCN(c2cc(N3CCCC3)c([N+](=O)[O-])cc2F)CC1	-21	0	11	-9	10	2	-8	0.0	-11
CCOc1ccc(C=C2C(=O)NC(=S)NC2=O)cc1OCC	23	-4	-27	nt	-14	3	3	-0.5	2
O=C1NC(=O)N(CCC2=CCCCC2)C(=O)/C1=C\c1cccs1	8	23	-8	-2	7	22	-11	0.2	-4

3 neighbouring compounds already listed:
SMILES	M1 PAM	TAAR1 antagonist	M1 antag	CHO parental Ca	M1 PAM parental	TAAR1 ag	CHO-K1 Ca antag	CHO-K1 Ca ag	CHRM1 agonist
CCN1CCN(c2cc(N3CCCC3)c([N+](=O)[O-])cc2F)CC1	-21	0	11	-9	10	2	-8	0.0	-11
CCOc1ccc(C=C2C(=O)NC(=S)NC2=O)cc1OCC	23	-4	-27	nt	-14	3	3	-0.5	2
O=C1NC(=O)N(CCC2=CCCCC2)C(=O)/C1=C\c1cccs1	8	23	-8	-2	7	22	-11	0.2	-4

Going on with the list.
SMILES	M1 PAM	TAAR1 antagonist	M1 antag	CHO parental Ca	M1 PAM parental	TAAR1 ag	CHO-K1 Ca antag	CHO-K1 Ca ag	CHRM1 agonist
COc1ccc(-c2cc(=O)oc3c(C)c(OC(C)C(=O)N4C[C@H]5C[C@@H](C4)c4cccc(=O)n4C5)ccc23)cc1 (stereo not given in full)	-1	-18	-12	-15	15	-1	-11	-0.1	-14
CC(C)c1ccc(O)c(CN2CCN(c3ccccc3)CC2)c1	-7	-1	5	-22	9	9	-12	0.1	-4
c1ccc2oc(N3CCNCC3)nc2c1	-14	1	20	-14	-6	-2	16	-0.2	-7
Fc1ccc(N2CCN(Cc3cc4c(cc3Br)OCO4)CC2)cc1	8	-22	-17	-16	9	1	-10	1.2	-3
Cc1cccc(N2C(=O)NC(=O)/C(=C\c3ccc4c(c3)CCCN4Cc3ccccc3)C2=O)c1	1	7	-8	-15	12	2	-5	0.2	-13
N/C(=N\[N+](=O)[O-])N1CCN(C(=O)Oc2ccccc2)CC1	3	-7	2	-1	11	1	4	0.8	-1
O=C1CN=C(c2ccc(F)cc2)c2oc3ccccc3c2N1	4	-16	-8	-8	15	4	-17	0.9	3
CC(=O)Nc1ccccc1C(=O)OCc1ccc(F)cc1	7	10	-7	-10	9	2	-4	0.6	-6
C=C(CC1CC(O)[C@]2(C)OC3CC4OC5C[C@]6(C)O[C@]7(C)CCC8OC9C[C@]%10(C)OC%11C(C)=CC(=O)OC%11CC%10OC9C[C@@H](C)C8OC7CC6O[C@]5(C)C/C=C\C4OC3CC2O1)C(=O)O (stereo not given in full)	-1	-12	2	-20	-6	0	-17	0.2	0
CN1C(=O)C(=Cc2ccc(Sc3ccccc3)o2)C(=O)N(C)C1=S	4	9	-8	1	7	-1	-11	0.3	-3
CN1C(=O)NC(=O)C2(Cc3ccccc3N3CCOCC32)C1=O (stereo not given)	-3	-5	7	-8	-7	14	13	-0.1	-3
COC(=NC1CCCC1)C(O)c1c[nH]c2ccccc12 (stereo not given)	12	-4	-17	-2	23	8	-31	0.5	-2
CCC[N+]12CCC(CC1)C(=C(c1ccccc1)c1ccccc1)C2	-25	-9	99*	-15	-10	1	-12	-0.2	-7
CC(C)NS(=O)(=O)c1ccc(OCC(=O)N2CCN(C)CC2)cc1	13	-17	-10	2	27	3	-35	0.6	-5
O=C(c1cc2cc(F)ccc2[nH]1)N1CCC2(CC1)OCCO2	12	-1	-16	-14	3	3	-14	1.1	-2
c1cncc(CNCCN2CCNCC2)c1	16	-16	-20	nt	-20	4	-1	0.3	1
COC(=O)C1=C(c2ccc(F)cc2OCc2ccccc2)C[C@@H]2CC[C@H]1N2C(=O)NCc1ccc(C)cc1	-1	60*	17	-3	12	7	-2	-0.6	0
O=c1[nH]c(=S)[nH]c(O)c1N=Nc1cccc(S(=O)(=O)N2CCOCC2)c1	7	-18	-7	-4	12	2	-10	0.2	-2

Only part of the results is shown, so the mix of outcomes need not match the whole.
